# Compound activity: PubChem BioAssay, National Center for Advancing Translational Sciences (NCATS)
# BRCA1 expr up – increases BRCA1 expression. MCF7-BRCA1-FFLuc reporter, luminescence, 48 h; response scale: scaled: vehicle 0%, 10 µM genistein 100%. Potency, µM (series often up to 46.1 µM), inactives show at the top dose activation, most hits filed as activators. hit rate 1.1% among 380,000. AID 624202; further: nearly all actives have a fitted effect of over 80% in size; some results filed as inactive show a strong effect at the top dose
#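 Luminescence from a BRCA1-driven firefly luciferase in MCF7 cells was the read-out, taken 15 min after substrate addition following 48 h compound exposure at 37 °C. Data were normalized to a 10 microM genistein control and DMSO vehicle.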
# RORg inh – ROR gamma (mouse) transcription inhibition; P51450; Drosophila S2 Gal4-RORgamma UAS-luciferase reporter, 20 h; Potency, µM (highest dose often 53.6 µM), without a hit: at the top dose activity change, negative = inhibition, usual class: inhibitors; hit rate 5.4% among 310,000; AID 2551; further: on the % scale 0 is the no-effect control and ±100 the full control effect; nearly all actives have a fitted effect of over 60% in size
# Target sequence (P51450 whole entry, looked up, the tested form may be a part): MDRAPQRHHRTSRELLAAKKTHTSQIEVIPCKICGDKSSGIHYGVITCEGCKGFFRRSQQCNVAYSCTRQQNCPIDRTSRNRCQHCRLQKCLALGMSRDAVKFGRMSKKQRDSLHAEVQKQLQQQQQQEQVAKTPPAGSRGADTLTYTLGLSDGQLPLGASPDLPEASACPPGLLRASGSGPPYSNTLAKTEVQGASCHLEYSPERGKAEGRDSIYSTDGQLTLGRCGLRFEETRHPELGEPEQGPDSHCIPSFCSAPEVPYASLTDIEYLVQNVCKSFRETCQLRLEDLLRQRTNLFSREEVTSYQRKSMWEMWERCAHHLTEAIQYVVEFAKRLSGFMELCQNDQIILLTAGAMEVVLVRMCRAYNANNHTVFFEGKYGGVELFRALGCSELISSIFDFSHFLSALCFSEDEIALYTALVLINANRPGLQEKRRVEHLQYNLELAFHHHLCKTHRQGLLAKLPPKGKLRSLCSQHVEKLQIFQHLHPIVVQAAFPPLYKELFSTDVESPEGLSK
#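 Luciferase reporter read in Schneider cells carrying Gal4-RORγ (mouse) and UAS-Photinus luciferase; cells given compound 1 h before 700 uM copper sulfate induction, then incubated 20 h at ambient temperature.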
# ELG1 genotoxic – genotoxicity induction in ELG1-luciferase HEK293T cells | Potency, µM (highest dose often 46 µM), without a hit: top-dose activity change, positive = activation, actives largely listed as activators | HEK293T ELG1-luciferase reporter, luminescence, 16 h | hit rate 1.3% among 330,000; further: % of control where 0% means no effect; nearly all actives have a fitted effect of over 60% in size
#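 Reporter readout depends on ELG1 protein level, which increases with genetic stress. After 16 hr compound exposure at 37 °C, luciferase activity was quantified using ONE-Glo.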
# CXXC DNA block – blocks binding of human MLL CXXC domain to DNA; Q03164; MLL-CXXC / FITC-HOXA9 DNA fluorescence polarization; Potency, µM (highest dose often 115 µM), for the others: at the top dose activity change, negative = inhibition, usual class: inhibitors; hit rate 0.037% among 290,000; AID 2662; active means well fitted inhibition curve with a large enough effect in the polarisation, with a control signal flat, not every such curve was filed as active; inconclusive means small, poorly fitted or top-dose-only effect, or effect the other way, or a change in a side signal; inactive means no such curve, though single readings can be large or run the other way; the % refers to the polarisation
#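 Steps: dispense CXXC domain solution (7 uM) → pin compounds or unlabeled HOX-A9 DNA control → 5 min ambient → add FLSN-HOX-A9 solution (50 nM) → spin → 30 min ambient → fluorescence polarization. Tris pH 7.5/NaCl/DTT/BSA buffer.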
# uPA surface inh – inhibitors of cell surface uPA generation; hit rate 0.31% among 330,000; Potency, µM (highest dose often 38.3 µM), for inactives: top-dose activity change, negative = inhibition, actives largely listed as inhibitors; cell surface uPA generation assay, qHTS; AID 540303; active means well fitted inhibition curve with a large enough effect; inconclusive means small, poorly fitted or top-dose-only effect; inactive means no such curve, though single readings can be large or run the other way; tested in mouse RAW 264.7 cells; further: on the % scale 0 is the no-effect control and ±100 the full control effect; nearly all actives have a fitted effect of over 55% in size
# MBNL1-CUG inh – inhibitors of human MBNL1 binding to CUG repeat RNA. AID 2675. TR-FRET MBNL1-His/biotin-(CUG)12 binding, 665/545 ratio. hit rate 0.036% among 280,000. Potency, µM (doses to about 57.5 µM), for inactives: at the top dose activity change, negative = inhibition, usual class: inhibitors; active means well fitted inhibition curve with a large enough effect in the signal ratio, with a control signal flat, not every such curve was filed as active; inconclusive means small, poorly fitted or top-dose-only effect, or effect the other way, or a change in a side signal; inactive means no such curve, though single readings can be large or run the other way; the % refers to the signal ratio; further: on the % scale 0 is the no-effect control and ±100 the full control effect
#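 TR-FRET between His-tagged MBNL1 and biotin-(CUG)12 RNA, detected with Tb anti-His antibody (0.055 ng/ul) and streptavidin-XL665 (5 nM), 60 min at room temperature. Compounds titrated 92 nM to 58 uM; 665/545 nm ratio normalized to buffer and complex controls.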
# FLuc modulator – inhibits or activates purified firefly luciferase, miR-21 counter-screen | purified FLuc, Km substrates, luminescence inhibition | Potency, µM (top dose mostly 57.5 µM), without a hit: at the top dose activity change, negative = inhibition, actives largely listed as inhibitors | hit rate 6.9% among 360,000;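 further: plate controls were vehicle for no effect and reference inhibitor for full effect; nearly all actives have a fitted effect of over 55% in size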
# Target sequence (P08659 whole entry, looked up): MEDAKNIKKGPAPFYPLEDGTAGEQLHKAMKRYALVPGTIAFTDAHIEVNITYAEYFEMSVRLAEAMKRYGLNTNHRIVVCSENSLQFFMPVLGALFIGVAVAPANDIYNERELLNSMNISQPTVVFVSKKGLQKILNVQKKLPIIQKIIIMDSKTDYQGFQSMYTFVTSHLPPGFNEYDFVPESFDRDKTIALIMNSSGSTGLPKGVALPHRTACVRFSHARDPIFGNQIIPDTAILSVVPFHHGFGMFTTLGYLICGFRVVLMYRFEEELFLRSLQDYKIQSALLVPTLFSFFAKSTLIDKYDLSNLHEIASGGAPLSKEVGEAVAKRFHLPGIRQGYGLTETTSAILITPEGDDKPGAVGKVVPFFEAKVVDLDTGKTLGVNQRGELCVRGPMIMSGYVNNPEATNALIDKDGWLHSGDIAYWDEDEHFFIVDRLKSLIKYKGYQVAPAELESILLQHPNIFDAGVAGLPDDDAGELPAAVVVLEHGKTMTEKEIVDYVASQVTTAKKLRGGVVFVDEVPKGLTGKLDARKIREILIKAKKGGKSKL
#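 Purified P. pyralis luciferase, 10 nM final, with Km-level 10 uM D-luciferin and 10 uM ATP in 50 mM Tris acetate pH 7.5, 10 mM Mg acetate, 0.01% Tween-20, 0.05% BSA; 6-point qHTS titration about 60 µM downward; luminescence read.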
# p53 reactivation – re-activators of mutant p53; H1299 p53-A138V BP100-luciferase reporter, luminescence, 24 h; Potency, µM (top dose mostly 92.2 µM), without a hit: at the top dose activity change, positive = activation, usual class: activators; hit rate 0.063% among 320,000; AID 504706; further: % of control where 0% means no effect; nearly all actives have a fitted effect of over 45% in size
#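 p53-null H1299 cells stably carrying temperature-sensitive p53-A138V and a BP100-luciferase reporter were pinned with compounds (4-point, 1:5 series) and held 24 hrs at 37 deg C. Luminescence was read 10 min after detection reagent.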
# Rab9 prom act – activates the Rab9 promoter; Potency, µM (top dose mostly 9.22 µM), without a hit: at the top dose activation, negative = inhibition, actives largely listed as activators; hit rate 2.8% among 320,000; Huh7 Rab9 promoter-luciferase reporter, luminescence, 24 h; further: % of control where 0% means no effect; nearly all actives have a fitted effect of over 60% in size
#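 Cells were plated at 1500 per well in reduced-serum medium with 10% FBS and left 2 h. Compound in DMSO was then added for 24 h at 37 °C. Reporter signal was read by luminescence after 10 min with luciferase detection reagent.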
# NPC1 prom act – activators of NPC1 promoter | hit rate 2.4% among 320,000 | Potency, µM (doses to about 9.22 µM), for the others: top-dose activation, usual class: activators | Huh7 NPC1 promoter luciferase reporter, 24 h;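 further: % of control where 0% means no effect; nearly all actives have a fitted effect of over 60% in size; reporter is driven by a mutant NPC1 promoter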
#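 Compounds in DMSO were transferred onto Huh7 NPC1-luciferase reporter cells pre-incubated 2 h; after 24 h at 37 °C, Amplite reagent was dispensed and luminescence recorded 10 min later.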
# VP16 counter – inhibits Gal4-VP16 luciferase reporter, ROR gamma counter-screen | Drosophila S2 Gal4-VP16 UAS-luciferase, luminescence, 20 h | Potency, µM (top dose mostly 53.6 µM), for the others: at the highest dose activity, negative = inhibition, most hits filed as inhibitors | hit rate 3.5% among 310,000 | AID 2546;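 further: Gal4-VP16 expression switched on by copper sulfate through the metallothionein promoter; on the % scale 0 is the no-effect control and ±100 the full control effect; nearly all actives have a fitted effect of over 50% in size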
# Numbers without * were called inactive; ? = inconclusive; · = no result given; & = joins results of further samples; [ ] = another dose, or the depositor's remark. Unless noted, the call rests on the fitted dose curve; in most records, active means well fitted curve in the direction sought with a large enough effect; inconclusive means small, poorly fitted or top-dose-only effect, or another doubt; inactive means no such curve, though single readings can be large; an effect the other way counts as inactive or inconclusive. Potency means the concentration at half of the fitted maximal effect. Only part of the results is shown. The share of hits here may be higher or lower than overall.
structure	BRCA1 expr up	RORg inh	ELG1 genotoxic	CXXC DNA block	uPA surface inh	MBNL1-CUG inh	FLuc modulator	p53 reactivation	Rab9 prom act	NPC1 prom act	VP16 counter
Cc1ccccc1NC(=O)CN1C(=O)NC(C)(c2ccc3c(c2)OCO3)C1=O (configuration not stated)	0%	23%	1%	1%	3%	-3%	0%	4%	-4%	-1%	0%
CCOC(=O)c1ccc(NC(=O)CSc2nnc(CNc3ccc(OC)cc3)n2C)cc1	-3%	3%[10 µM]	0%	-1%	-2%	-1%	-19%	-14%	16%	5%	-11%
Cc1ccc(NC(=O)COc2ccc(Cl)cc2Cl)cc1S(=O)(=O)N1CCOCC1	-47%	·	0%	·	-14%	·	?	0%	-4%	5%	·
CCCCNC(=O)Nc1cc(C)on1	13%	9%	10%	3%	·	-1%	-4%	-2%	2%	7%	?
COc1cc(NC(=O)CN2C(=O)c3ccccc3S2(=O)=O)cc(OC)c1	2%	·	0%	·	5%	·	·	3%	-2%	-6%	·
CC(C)(C)c1cc(C(=O)NNc2cccc(Cl)c2)n(Cc2ccccc2)n1	-12%	?	1%	-13%	-14%	·	-10%	13%	2%	-3%	?
CCOC(=O)c1cc2cc([N+](=O)[O-])ccc2oc1=O	-12%	-3%	1%	-2%	2%	?	3%	3%	8%	-1%	13%
Cc1cc(C)cc(NCCC#N)c1	14%	15%&-20%	0%&-1%	-5%&0%	1%	2%&-3%	1%&3%	20%&-1%	-1%&1%	1%&1%	1%&0%
COCCCN=C1NN=C(c2cc(C)n(Cc3ccco3)c2C)CS1	-62%[inhibitor]	?	3.3µM*	28%	?	2%	2.7µM*	?	10%	6.3µM*	?
O=C(Nc1ccc(N2CCOCC2)cc1)Nc1ccc2nc(-c3ccco3)c(-c3ccco3)nc2c1	-80%[inhibitor]	?	-7%	0%	·	?	-6%	20%	-8%	-3%	?
O=[N+]([O-])c1ccccc1/C=N/N1CCN(Cc2ccccc2)CC1	?	-4%[1.91 µM]	?	4%	-2%	?	?	·	?	25%	-6%
CCN(CC)S(=O)(=O)c1cccc(NC(=O)CN2C(=O)NC3(CCOc4ccccc43)C2=O)c1 (configuration not stated)	6%	·	1%	·	-2%	·	9%	-6%	-1%	1%	·
O=C(c1ccccc1Cl)N1CCCC(c2nc3c(nnn3Cc3ccccc3)c(=O)[nH]2)C1 (configuration not stated)	-36%	12%	4%	27%	·	-4%	-1%	-10%	-5%	1%	7%
c1ccc(N=P(c2nc3ccccc3o2)(N2CCOCC2)N2CCOCC2)cc1	12%	12%	?	-2%	-1%	?	?	?	-2%	8%	26%
O=C(/C=C/c1ccc(Cl)cc1)N1CCN(c2ccc(Cl)cc2[N+](=O)[O-])CC1	-19%	45%	0%	?	9%	?	3%	2%	2%	1%	-8%
Cc1nc(N)sc1-c1csc(Nc2ccc(Cl)cn2)n1	-54%	?	-1%	-2%	·	8%	17µM*	29%	16%	17%	?
COc1ccc(C(=O)NCC(=O)OCC(=O)Nc2ncc(Cl)cc2Cl)cc1[N+](=O)[O-]	-19%	·	6%	·	-4%	·	2%	?	-3%	-1%	·
CC(C)OC(=O)CN1CCN(C2c3ccccc3-c3ccccc32)CC1	5%	3%	-4%	10%	0%	-3%	0%	4%	1%	0%	-6%
O=C(Cc1ccc(S(=O)(=O)N2CCOCC2)s1)Nc1nc2c(s1)CCCC2	-6%	11%	-3%	16%	18%	15%	?	-22%	13%	3%	0%
Cc1ccc(-c2nc(NCCN3CCOCC3)c3ccccc3n2)cc1	-25%	26%	3%	-12%	-10%	-5%	?	-1%	8%	15%	3%
CCC1(C)N=C(c2ccc3c(c2)OCO3)CC(c2ccccc2O)N1 (configuration not stated)	7%	?	10%	9%	-16%	1%	7.6µM*	?	?	11%	9%
COc1ccc(Cl)cc1S(=O)(=O)N1CCN=C1C	-36%	-21%	3%	4%	-33%	3%	1%	-2%	3%	-4%	4%
Cc1ccc(Oc2nc(CN3CCOCC3)nc3sc4c(c23)CCC(C)C4)cc1 (configuration not stated)	-24%	?	-6%	12%	-2%	-9%	-2%	1%	1%	-2%	?
CCOC(=O)N1CCN(C(=S)NC(=O)c2nn(C)cc2Br)CC1	1%	18µM*	0%	-3%	1%	-17%	0%	1%	-2%	-1%	?
COc1ccc(Cl)cc1C(=O)CSc1nnnn1C1CCCCC1	1%	-3%	13%	-2%	-5%	4%	?	-2%	0%	-3%	-2%
CCCN1CCC(NC(=O)Cc2ccc(C)cc2)CC1	5%	-31%	3%	-1%	-1%	-1%	0%	?	0%	2%	-2%
CN1CCCC(OC(=O)c2ccc(S(=O)(=O)N(C)C)cc2)C1 (configuration not stated)	-9%	-9%	3%	-14%	11%	-9%	0%	1%	-15%	-1%	-1%
CCCN1C(=O)c2cc(C(=O)Nc3ccccc3CC)ccc2C1O (configuration not stated)	-16%	18%	-3%	?	-5%	-1%	1%	0%	6%	0%	7%
COc1ccc2nc(N3CCCCC3)c(/C=C3\SC(=S)NC3=O)cc2c1	-65%	?	-5%	17%	4%	-1%	17µM*	5%	-1%	-3%	-21%
Cc1ccc(C(CNS(=O)(=O)c2ccccc2)N2CCN(C)CC2)cc1 (configuration not stated)	-28%	·	-2%	·	-3%	·	2%	1%	-11%	0%	·
COc1ccc(C(=O)Nc2ccc3c(c2)nc2n3CCSC2)cc1	85%	-39%	?	17%	-5%	2%	7.6µM*	?	?	2.8µM*	?
COc1ccc(-n2c(C)nc3sc4c(c3c2=O)CCCC4)cc1	·	31%	-3%	3%	·	-7%	0%	-3%	-3%	-8%	-15%
COc1cccc(NC(=O)CN(C)C(=O)C2=COCCO2)c1	19%	·	1%	·	-7%	·	4%	10%	-2%	-1%	·
CC(=O)Nc1ccc2nc(NC(=O)CN3CCOCC3)sc2c1	-23%	5%	-1%	7%	-10%	-16%	-5%	-2%	17%	1%	-2%
Cc1ccc(CSCc2ccc(C(=O)NCCCN3CCOCC3)o2)cc1	-18%	25%	5%	6%	-2%	-4%	3%	2%	-5%	-1%	-4%[10 µM]
c1ccc(COc2ccc(OCCN3CCCC3)cc2)cc1	67%	-7%	5%	2%	-2%	-16%	?	?	21%	23%	-2%
COc1ccc(CCNC(=O)C2CCC(=O)N(C3CC3)C2)c(OC)c1 (configuration not stated)	-18%	13%	-1%	-1%	15%	-1%	1%	10%	-2%	-2%	3%
COc1cccc(CNC(=O)c2ccc(NC(=O)CC3SC(N4CCCC4)=NC3=O)cc2)c1 (configuration not stated)	-2%	·	3%	·	-3%	·	-16%	-5%	-4%	1%	·
COc1ccc(-c2csc(NC(=S)NC(=O)c3cc4ccccc4o3)n2)cc1Br	6%	-16%	7%	28%	1%	2%	5%	5%	-1%	0%	-5%
CN1CCN(CCCN(Cc2ccco2)C(=S)Nc2ccc(Cl)cc2)CC1	5%	15%	-1%	4%	-4%	-1%	4%	-1%	6%	-6%	6%
O=C(COc1ccc(Br)cc1)N1CCNC1=O	31%	25%	9%	6%	7%	-8%	-9%	-5%	10%	2%	-4%
Cc1ccc(-c2nnc(N(C)C(=O)c3cccnc3)s2)cn1	?	23%	7%	-12%	-2%	12%	-2%	?	-5%	1%	-3%
CCOC(=O)CN/C=C(\C#N)c1ccccc1	16%	-1%	2%	7%	5%	-15%	?	2%	-1%	0%	-5%
CC1(C)Cc2nc3sc4c(=O)[nH]cnc4c3cc2CS1	?	36%	?	-6%	9%	?	13µM*	18%	14%	26%	2%
O=C(COC(=O)Cc1ccsc1)NC(c1ccccc1)c1ccccc1	-10%	-3%	9%	7%	5%	?	2%	?	-3%	0%	15%
COc1ccc(-n2c(CCC(=O)O)ccc2-c2ccccc2)cc1	0%	10%	2%	-5%	-22%	-23%	?	-1%	2%	-3%	2%
CCOc1ccc(C(=O)Nc2nnc(SCC(=O)NCC3CCCO3)s2)cc1OCC (configuration not stated)	-10%	-4%	13%	2%	12%	-3%	?	-3%	12%	14%	-4%
Cc1ccccc1C(=O)c1cccn1CC(=O)N1CCCCC1	12%	5%	2%	3%	2%	-2%	0%	0%	0%	-1%	-5%
O=C(NC(=S)Nc1nc(-c2ccc(Br)cc2)cs1)c1cccnc1	5%	1.1µM*	1%	40%[activator]	6%	7%	1%	8%	-6%	-1%	?
